OPRM1-OPRD1 inv: inverse agonists of human mu-delta opioid receptor heterodimerization; cell-based MOR-DOR heterodimer luminescence, inverse agonism; inhibition, % at 9.3 µM; 340,000 tested, 0.21% active; AID 504357; in the data active means inhibition above about 22%, passing the limit was not always enough;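 further: 0% = cells with DMSO and 100% = wells without cells with DMSO; values of inactives mirror those of a sister screen read the other way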
E coli growth: counter-screen for AddAB inhibitors: E. coli growth inhibition; E. coli V3065 growth, OD600 absorbance, 18 h; inhibition, % at 11.9 µM; 330,000 tested, 0.27% active; AID 449728;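 active means inhibition above the campaign's mean inhibition across all tested compounds plus 3 SD, cut at about 9.9% in these data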;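 further: uninfected addAB+ strain grown without phage in ampicillin broth; 0% = DMSO wells and 100% = ciprofloxacin 0.95 µg/ml wells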
DSG3 Ab inh: human desmoglein-3 autoantibody binding inhibition. binding (percent of control), % at 10 µM. 310,000 tested, 0.48% active. DSG3-coupled beads, scFv-anti-DSG3-GFP binding, flow cytometry; hits give low values. P32926. AID 588358;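 active means binding more than 3 SD below its plate's average and above zero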;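 further: hits lower antibody fragment binding to DSG3; some compounds called inactive have numbers as strong as hits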
Target sequence (P32926 whole entry, looked up, the tested form may be a part): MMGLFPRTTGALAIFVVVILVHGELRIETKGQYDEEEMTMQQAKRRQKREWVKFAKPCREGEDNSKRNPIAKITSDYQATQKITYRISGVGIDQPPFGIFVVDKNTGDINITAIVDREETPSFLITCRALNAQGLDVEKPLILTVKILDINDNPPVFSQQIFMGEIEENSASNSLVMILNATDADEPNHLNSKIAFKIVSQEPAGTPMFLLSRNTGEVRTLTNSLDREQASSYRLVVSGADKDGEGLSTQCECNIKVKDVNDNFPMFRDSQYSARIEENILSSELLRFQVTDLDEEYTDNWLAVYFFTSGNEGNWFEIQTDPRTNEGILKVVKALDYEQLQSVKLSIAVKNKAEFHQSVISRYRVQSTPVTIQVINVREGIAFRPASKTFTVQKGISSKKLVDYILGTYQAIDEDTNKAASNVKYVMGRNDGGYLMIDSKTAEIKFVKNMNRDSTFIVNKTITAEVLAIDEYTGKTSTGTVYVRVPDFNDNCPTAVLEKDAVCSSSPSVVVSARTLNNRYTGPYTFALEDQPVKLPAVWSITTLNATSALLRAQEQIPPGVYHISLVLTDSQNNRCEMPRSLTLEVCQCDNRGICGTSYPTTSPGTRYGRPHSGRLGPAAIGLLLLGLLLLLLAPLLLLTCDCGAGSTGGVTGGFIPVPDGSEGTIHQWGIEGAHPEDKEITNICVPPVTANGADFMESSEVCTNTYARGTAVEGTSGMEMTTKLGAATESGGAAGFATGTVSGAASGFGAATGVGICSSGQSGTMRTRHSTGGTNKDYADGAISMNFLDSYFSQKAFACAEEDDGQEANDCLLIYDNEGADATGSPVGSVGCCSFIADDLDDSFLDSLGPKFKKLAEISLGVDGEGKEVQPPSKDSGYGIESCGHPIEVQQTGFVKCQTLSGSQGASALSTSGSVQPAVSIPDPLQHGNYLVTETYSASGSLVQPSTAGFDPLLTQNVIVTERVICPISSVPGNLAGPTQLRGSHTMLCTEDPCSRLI
AddAB inh: less growth of phage-infected E. coli with AddAB; E. coli expressing H. pylori AddAB, absorbance growth; inhibition, % at 11.9 µM; 330,000 tested, 0.29% active; in the data active means inhibition above about 12%;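 further: 0% = vehicle wells of infected cells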
PKA-R1A activ: activators of PKA-R1A complex; activation, % at 11.4 µM; PKA-R1A dissociation, Cy5-IP20 fluorescence polarization; scaled: DMSO 0%, 113 µM cGMP 100%; 340,000 tested, 0.083% active;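 active means percent activation above the mean of all tested compounds plus 3 SD, cut at about 19% in these data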;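 further: higher means more PKAc released from R1A so a rise in polarization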
phage Ecoli inh: E. coli growth loss with phage present; growth absorbance; inhibition, % at 11.9 µM; 360,000 tested, 0.26% active; in the data active means inhibition above about 11%
Tat transport: inhibitors of E. coli Tat protein transport; E. coli MC4100 TorA-mCherry Tat export, fluorescence; inhibition, % at 10 µM; 340,000 tested, 0.036% active; AID 488895;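 active means mean replicate inhibition at least 50% and at least half of replicates individually reaching 50%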;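 further: exported cargo escapes ClpAP degradation while cytoplasmic cargo is degraded and loses fluorescence; 0% = median of neutral control wells and 100% = median of NaSCN control wells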
PfHsp90 set2: inhibits growth of yeast expressing Plasmodium falciparum Hsp90 | 310,000 tested, 0.32% active | inhibition, % at 9.4 µM | S. cerevisiae expressing PfHsp90, BacTiter-Glo ATP, 48 h; yeast lacking PDR1 and PDR3 efflux regulators;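 active means every replicate shows inhibition above about 80%, whatever the replicate mean, limit read from the data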;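 further: 0% = DMSO neutral controls and 100% = 20 µM radicicol positive controls; yeast relying on Plasmodium falciparum Hsp90 in place of its own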
Arrestin-AP2 inh: human beta-arrestin and AP2 interaction inhibition; FITC-arrestin peptide / GST-AP2 beads, flow cytometry; AP2 beta2 appendage carries R879A mutation; inhibition, % at 10 µM; 340,000 tested, 0.31% active; AID 504490;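 active means inhibition above a set limit, near 3 SD of compounds lacking own fluorescence, cut at about 54% in these data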;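 further: plate controls were DMSO wells for no effect and 5 µM unlabelled arrestin peptide for full effect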
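test system = AP2 appendage R879A on GSH beads | buffer or medium = PBS plus Tween 20 (0.05%) and BSA (0.1%) | incubation = 12 min plus 1 h, RT | detection = bead flow cytometry, FITC channel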
Mot1-301 SUMO: SUMOylation pathway inhibition by Mot1-301 growth rescue | S. cerevisiae Mot1-301 growth rescue, ATP luminescence, 38.5C; percent above DMSO median, 100 means doubled | growth rescue, % at 18.8 µM | 320,000 tested, 1% active | AID 2716;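 active means every valid replicate shows activation above 250% relative to neutral control wells; inactive means the rest, any valid replicate at or below 250%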;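 further: OY570 slx delta 5 strain wells were the positive control but not used for scaling; some compounds called inactive have numbers as strong as hits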
MOR-DOR ag: OPRM1-OPRD1 heterodimerization agonism; cells, luminescence; 340,000 tested, 0.3% active; AID 504326; activation, % at 9.3 µM; in the data active means activation above about 18%;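 further: 0% = vehicle-treated cells and 100% = reference agonist; values of inactives mirror those of a sister screen read the other way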
Numbers without * were called inactive; . = no result given.

1: Cc1ccc(-c2nc3ccccc3[nH]2)s1
2: COc1ccc(C(=O)Nc2ccccc2SCc2cc(=O)n3nc(C)sc3n2)cc1OC
3: O=C(NCc1ccc(C(F)(F)F)cc1)C12CN(Cc3ccccc3)CC1C(c1cccc([N+](=O)[O-])c1)=NO2 (stereo unspecified)
4: O=C(NC(=S)N1CCCc2ccccc21)c1ccc([N+](=O)[O-])cc1
5: COc1ccc(S(=O)(=O)CCC(=O)N2CCN(c3ccc([N+](=O)[O-])cc3)CC2)cc1
assay / compound	1	2	3	4	5
OPRM1-OPRD1 inv	-22	10	9	-9	2
E coli growth	-0.2	-0.2	-0.3	0.9	0.9
DSG3 Ab inh	103	105	101	108	100
AddAB inh	2.9	-0.5	1.4	0.5	0.1
PKA-R1A activ	3	-1	5	-6	-2
phage Ecoli inh	1.8	1.4	2.2	1.3	4.3
Tat transport	-4	1	-5	-7	-3
PfHsp90 set2	26	32	.	-56	-17
Arrestin-AP2 inh	2	8	1	12	-6
Mot1-301 SUMO	25	-9	3	-4	4
MOR-DOR ag	3.9	-2.0	-1.7	1.5	-0.3

6: C/C(=N\NC(=O)c1ccccc1O)c1c(O)cc(C)oc1=O
7: O=C(NNc1nc2ccc(Cl)cc2s1)c1cc(-c2cccs2)nc2ccccc12
8: O=C(NC(Cc1c[nH]c2ccccc12)c1nnc2n1CCCCC2)c1ccccc1 (stereo unspecified)
9: Cc1ccc(C)c(N2N=C(C(=O)Nc3cccc(S(=O)(=O)N4CCCCC4)c3)CCC2=O)c1
10: Cc1cc(=O)[nH]c(SCC(=O)N2CCN(C(=O)c3ccco3)CC2)n1
assay / compound	6	7	8	9	10
OPRM1-OPRD1 inv	-8	-11	8	-1	12
E coli growth	2.5	5.6	1.3	0.3	-0.6
DSG3 Ab inh	108	99	99	120	97
AddAB inh	3.1	7.0	3.4	-1.1	0.5
PKA-R1A activ	-8	-1	-1	-10	-7
phage Ecoli inh	1.9	6.0	1.1	1.8	0.8
Tat transport	26	4	4	-1	3
PfHsp90 set2	14	103*	.	-1	1
Arrestin-AP2 inh	4	-3	-3	21	-4
Mot1-301 SUMO	-19	-8	-7	35	13
MOR-DOR ag	1.4	2.0	-1.4	0.3	-2.9

11: Cc1cc(C)cc(COn2ccnc2)c1
12: COC(=O)C1=C(N)OC2=C(C(=O)CC(C)(C)C2)C1c1cccs1 (stereo unspecified)
13: CCSc1nnc(SCC(=O)NNC(=O)c2ccccc2F)s1
14: NC(=O)C1CCCN1Cc1ccc2c(c1)OCO2 (stereo unspecified)
15: CC1(C)Cc2c(sc3c2c(=N)n(Cc2ccco2)c(=O)n3Cc2ccccc2)CO1
assay / compound	11	12	13	14	15
OPRM1-OPRD1 inv	9	8	-8	6	4
E coli growth	-0.9	-1.8	-1.1	.	3.3
DSG3 Ab inh	97	102	115	.	103
AddAB inh	1.5	3.4	-1.4	.	1.5
PKA-R1A activ	-10	-5	-5	1	-11
phage Ecoli inh	2.1	2.2	1.5	3.6	1.7
Tat transport	18	-3	3	-1	7
PfHsp90 set2	28	.	-14	29	8
Arrestin-AP2 inh	-8	-2	-7	0	-14
Mot1-301 SUMO	55	5	-9	.	-31
MOR-DOR ag	-2.0	-1.4	1.5	-1.2	-0.9

16: C/C(=C\COc1cc(=O)[nH]c2ccccc12)CCC(O)C(C)(C)O (stereo unspecified)
17: COc1cc(CNc2nc3ccccc3n2C)cc(OC)c1OC
18: Cc1cccc(NS(=O)(=O)c2ccc(Oc3ccccc3)cc2)n1
19: O=C(CSc1nc2ccccc2n1S(=O)(=O)c1ccccc1)N1CCCCC1
20: Cc1ccc(S(=O)(=O)N2CCCCC2)cc1NC(=O)COC(=O)C1=COCCO1
assay / compound	16	17	18	19	20
OPRM1-OPRD1 inv	-4	8	6	3	12
E coli growth	-0.2	-1.7	-2.2	-0.4	0.4
DSG3 Ab inh	89	.	99	.	101
AddAB inh	3.2	-0.7	1.3	1.9	-1.6
PKA-R1A activ	1	2	20*	10	-5
phage Ecoli inh	5.2	0.5	2.3	1.7	1.5
Tat transport	0	0	0	14	-6
PfHsp90 set2	10	6	.	-8	-7
Arrestin-AP2 inh	6	5	1	-8	-4
Mot1-301 SUMO	12	-3	-5	6	0
MOR-DOR ag	0.8	-1.5	-1.1	-0.7	-2.4

21: O=S(=O)(NC1CCCCCCC1)c1cccs1
22: CC(NC(=O)c1ccc(CS(C)(=O)=O)cc1)c1ccc(-c2ccccc2)cc1 (stereo unspecified)
23: O=C1CN=C(Nc2ccccc2)N1Cc1cccs1
24: COc1cccc(OC)c1C(=O)N1CCN(C(=O)c2ccc(-c3ccccc3)cc2)CC1
25: Cc1nn(C2CCS(=O)(=O)C2)c(Cl)c1/C=C/C(=O)OCC(=O)Nc1ccccc1[N+](=O)[O-] (stereo unspecified)
assay / compound	21	22	23	24	25
OPRM1-OPRD1 inv	-1	-34	8	14	7
E coli growth	-2.4	-2.5	0.7	-0.2	-2.2
DSG3 Ab inh	75	.	.	102	99
AddAB inh	4.1	-1.9	-0.4	2.4	-1.1
PKA-R1A activ	-5	1	-1	6	-10
phage Ecoli inh	2.5	3.0	2.2	1.0	2.1
Tat transport	1	1	-4	3	16
PfHsp90 set2	.	-8	-40	-1	8
Arrestin-AP2 inh	28	-1	6	2	-16
Mot1-301 SUMO	63	-11	4	-17	88
MOR-DOR ag	0.1	5.3	-1.2	-2.8	-1.4

26: Cc1cc(-c2cc(C(=O)NC3CCCC3)on2)nc(NCC2CC2)n1
27: CC(=O)c1ccccc1NC(=O)COC(=O)CCCN1C(=O)c2cccc3cccc(c23)C1=O
28: Cc1ccccc1S(=O)c1ccccc1C(=O)O (stereo unspecified)
29: Cc1ccc(C(=O)NCCOC23CC4CC(CC(C4)C2)C3)cc1
30: COc1ccc(CN2CCN(C(=O)Cn3nc(C)n4cccc4c3=O)CC2)c(OC)c1OC
assay / compound	26	27	28	29	30
OPRM1-OPRD1 inv	13	4	4	-4	10
E coli growth	0.5	0.3	1.4	0.6	0.9
DSG3 Ab inh	101	96	106	83	90
AddAB inh	3.5	-0.5	5.0	0.6	3.7
PKA-R1A activ	0	-1	10	-7	3
phage Ecoli inh	2.1	0.8	2.4	3.9	-0.1
Tat transport	-13	-8	1	3	0
PfHsp90 set2	-4	0	-7	-2	-22
Arrestin-AP2 inh	11	-5	45	16	4
Mot1-301 SUMO	-13	-1	-6	2	8
MOR-DOR ag	-2.3	-0.8	-0.7	0.7	-1.9

31: CCOc1ccccc1C(=O)N[C@H](C(=O)Nc1nc2c(s1)CCCC2)C(C)C
32: CN(Cc1ccccc1F)C(=O)CCNC(=O)c1ccc(C(C)(C)C)cc1
33: Cn1nc(C(=O)Nc2ccc(Cl)cc2)cc1C(=O)Nc1ccc(Cl)cc1
34: c1ccc(Cn2nnc3c(N4CCOCC4)ncnc32)cc1
35: COC(=O)c1c(NC(C)=O)csc1C
assay / compound	31	32	33	34	35
OPRM1-OPRD1 inv	-37	9	-2	4	.
E coli growth	-1.4	-0.7	-0.6	-0.2	-0.7
DSG3 Ab inh	102	108	93	106	98
AddAB inh	-0.1	1.5	0.3	2.1	-1.8
PKA-R1A activ	-4	6	-7	-18	.
phage Ecoli inh	4.9	-0.5	0.6	2.1	2.2
Tat transport	9	8	9	-4	4
PfHsp90 set2	-14	-39	-4	26	8
Arrestin-AP2 inh	6	-4	2	-11	-2
Mot1-301 SUMO	-17	1	-4	9	19
MOR-DOR ag	5.1	-2.2	0.5	-0.6	.

36: CCOC(=O)C1=NN(c2cccc(C)c2)C2(S1)SC(C(C)=O)=C(C)N2c1ccccc1 (stereo unspecified)
37: Cc1oc(-c2ccc(Cl)cc2)nc1CS(=O)CC(=O)NCc1ccco1 (stereo unspecified)
38: CCOC(=O)c1oc2cccc(O)c2c1CN(Cc1ccccc1)C(C)=O
39: Cc1cc(C)nc(SCC(=O)O)n1
40: O=C1c2ccccc2C(=O)N1CC1c2ccccc2CCN1C(=O)CN1CCOCC1 (stereo unspecified)
assay / compound	36	37	38	39	40
OPRM1-OPRD1 inv	-18	7	16	17	-1
E coli growth	-0.2	-1.9	0.7	-1.6	1.7
DSG3 Ab inh	101	103	93	102	93
AddAB inh	2.1	0.8	3.1	0.8	2.1
PKA-R1A activ	2	-1	-8	-7	0
phage Ecoli inh	2.9	0.5	-1.2	4.5	3.1
Tat transport	7	-10	-2	9	0
PfHsp90 set2	11	-12	.	-21	12
Arrestin-AP2 inh	4	6	0	2	0
Mot1-301 SUMO	3	57	377	-20	-2
MOR-DOR ag	3.6	-1.2	-3.3	-3.1	0.1

As a working copy, some entries already given:
34: c1ccc(Cn2nnc3c(N4CCOCC4)ncnc32)cc1
35: COC(=O)c1c(NC(C)=O)csc1C
36: CCOC(=O)C1=NN(c2cccc(C)c2)C2(S1)SC(C(C)=O)=C(C)N2c1ccccc1 (stereo unspecified)
37: Cc1oc(-c2ccc(Cl)cc2)nc1CS(=O)CC(=O)NCc1ccco1 (stereo unspecified)
assay / compound	34	35	36	37
OPRM1-OPRD1 inv	4	.	-18	7
E coli growth	-0.2	-0.7	-0.2	-1.9
DSG3 Ab inh	106	98	101	103
AddAB inh	2.1	-1.8	2.1	0.8
PKA-R1A activ	-18	.	2	-1
phage Ecoli inh	2.1	2.2	2.9	0.5
Tat transport	-4	4	7	-10
PfHsp90 set2	26	8	11	-12
Arrestin-AP2 inh	-11	-2	4	6
Mot1-301 SUMO	9	19	3	57
MOR-DOR ag	-0.6	.	3.6	-1.2

(next part)
41: Cc1ccccc1OCc1nnc(SCc2nc3ccccc3c(=O)[nH]2)n1C
42: O=C(COc1ccc(C(=O)c2ccccc2)cc1)Nc1cccnc1
43: CCC(=O)Nc1cc(C(=O)OCc2ccc(C(=O)Oc3ccccc3)cc2)ccc1C
44: CC(=O)c1ccc(OCCCC(=O)Nc2cccc(S(=O)(=O)N3CCCCCC3)c2)cc1
assay / compound	41	42	43	44
OPRM1-OPRD1 inv	21	-5	16	3
E coli growth	-1.7	-0.4	1.1	0.0
DSG3 Ab inh	95	91	95	117
AddAB inh	0.3	2.0	0.0	-1.8
PKA-R1A activ	-5	3	1	8
phage Ecoli inh	2.8	1.0	4.8	1.3
Tat transport	-6	15	5	12
PfHsp90 set2	-27	-4	-18	19
Arrestin-AP2 inh	45	-7	-15	1
Mot1-301 SUMO	5	-1	9	56
MOR-DOR ag	-4.3	0.8	-2.6	-0.6

High-throughput results (PubChem BioAssay)
